High-throughput results from PubChem.
Glioma ERSR ind = induces the endoplasmic reticulum stress response in human glioma cells; actives 0.02% (n = 420,000); Potency, µM, without a hit: at the highest dose activation, usual class: activators; U87-MG GRP78 promoter luciferase reporter, 16 h; note: potency is the fitted concentration of half-maximal effect; series mostly up to about 76 µM; % of control where 0% means no effect; nearly all actives have a fitted effect of over 35% in size
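ERSR induction read as luciferase luminescence (Bright-Glo, 10 min at room temperature) in stably transfected human U87-MG glioma cells exposed to compounds for 16 h, using GRP78 as sensor.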
RXFP1 ag = RXFP1 (human) receptor agonism; HEK293T-RXFP1 cAMP TR-FRET, 30 min; response scale: percent of porcine relaxin response, buffer zero; actives 0.3% (n = 370,000); Potency, µM (doses to about 57.5 µM), without a hit: top-dose activation, most hits filed as activators; AID 2676; note: potency is the fitted concentration of half-maximal effect; % is set by controls: 0 for no effect and ±100 for the full control effect; nearly all actives have a fitted effect of over 60% in size; many of its hits are not listed in these tables
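HEK293T cells stably expressing RXFP1 were pretreated with the PDE4 inhibitor Ro 20174, exposed to compounds for 30 min at 37C, lysed, and cAMP was read by TR-FRET. Data normalized to buffer (basal) and 29 nM porcine relaxin (100%).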
D1 potentiator = human D1 dopamine receptor positive modulation; actives 0.036% (n = 360,000); potentiation, % at 10 µM; AID 504651; HEK293 TREx D1 cells, calcium flux, dopamine EC20 potentiation; in the data active = potentiation above about 30%; note: 0% is about no effect
Target sequence (P21728 whole entry, looked up): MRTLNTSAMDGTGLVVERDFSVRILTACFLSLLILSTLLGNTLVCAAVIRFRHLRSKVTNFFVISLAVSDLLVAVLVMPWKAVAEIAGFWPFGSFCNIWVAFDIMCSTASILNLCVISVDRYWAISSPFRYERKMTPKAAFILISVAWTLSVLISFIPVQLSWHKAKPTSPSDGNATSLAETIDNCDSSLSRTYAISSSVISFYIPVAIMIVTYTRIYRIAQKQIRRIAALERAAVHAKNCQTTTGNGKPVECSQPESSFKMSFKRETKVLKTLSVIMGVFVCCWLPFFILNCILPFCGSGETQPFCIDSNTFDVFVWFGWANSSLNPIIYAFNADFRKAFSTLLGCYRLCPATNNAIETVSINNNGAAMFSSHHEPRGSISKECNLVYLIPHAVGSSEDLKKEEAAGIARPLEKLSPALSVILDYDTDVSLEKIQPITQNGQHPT
LDHA block = blocks human lactate dehydrogenase A; P00338; purified LDHA, NADH/diaphorase-resazurin fluorescence; active compounds read low; activity change, % (values are at about 110 or 230 µM); actives 0.15% (n = 480,000); AID 1347041; in the data active = activity change below about -30%; inconclusive = mostly about -25% to -30%;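 note: plate controls were DMSO wells for no effect and wells without enzyme for full effect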
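Remaining NADH was detected by diaphorase (0.133 mg/mL) converting 37 µM resazurin to fluorescent resorufin, read at 0 and 20 minutes. The preceding 5-minute room-temperature reaction used 2 nM LDHA, 0.2 mM sodium pyruvate and 0.06 mM NADH at pH 7.4.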
D1 ag = activates the human D1 dopamine receptor; HEK293 T-REx D1 cells, calcium flux, agonist mode; actives 1% (n = 360,000); activation, % at 2 µM; P21728; in the data active = activation above about 30%; note: 0% is about no effect
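Inducible HEK293 T-REx D1 cells, force-coupled to calcium signalling, were plated at 4000 cells/well with tetracycline and held overnight at 30 C. After no-wash calcium dye loading, compound-evoked calcium rise over 180 s flagged agonists.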
Vif-A3G inh = blocks the Vif interaction with human APOBEC3G | Q9HC16 | HeLa A3G-eYFP + Vif (tagged APOBEC3G with the HIV-1 protein that degrades it), YFP fluorescence, overnight | Potency, µM (highest dose often 46.1 µM), for the others: top-dose activity, negative = active, most hits filed as inhibitors | actives 0.076% (n = 410,000) | AID 602310;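 note: potency is the fitted concentration of half-maximal effect; % is set by controls: 0 for no effect and ±100 for the full control effect; nearly all actives have a fitted effect of over 60% in size; hits raise eYFP signal because A3G escapes Vif-driven loss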
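HeLa cells stably expressing Vif and C-terminally eYFP-tagged A3G, seeded overnight at 37 deg C, then exposed to compound by pintool overnight at 37 deg C. Rise in yellow fluorescence (Ex 488/Em 500-530, Acumen) marks blocked Vif-driven A3G degradation.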
D1 antag = blocks dopamine activation of the human D1 receptor; P21728; HEK293 TREx D1 cells, calcium flux, dopamine EC80; active compounds read low; activity change, negative = inhibition, % at 10 µM; actives 3.2% (n = 360,000); in the data active = activity change below about -30%; note: % is set by controls: 0 for no effect and ±100 for the full control effect
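Antagonism measured as reduced calcium response to an EC80 dopamine addition following 180 s compound pre-read; cells were inducible HEK293 Trex D1 plated overnight at 30 C, read kinetically at 1 cycle/sec.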
Vif-APOBEC3F blk = inhibitors of Vif-A3F interaction; HeLa A3F-eYFP + Vif (tagged APOBEC3F with the HIV-1 protein that degrades it), YFP fluorescence increase; actives 0.2% (n = 390,000); AID 602313; Potency, µM (doses to about 46.1 µM), for the others: at the top dose activity, negative = active; note: potency is the fitted concentration of half-maximal effect; % of control where 0% means no effect; nearly all actives have a fitted effect of over 65% in size
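HeLa cells stably expressing Vif plus C-terminally eYFP-tagged A3F were seeded, incubated overnight at 37 deg C, dosed with compound, incubated overnight again at 37 deg C. Yellow fluorescence (Ex 488/Em 500-530) reported blocked Vif-mediated A3F-eYFP degradation.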
D2 PAM = positively modulates the human D2 dopamine receptor allosterically; P14416; HEK293 T-REx D2, calcium flux, EC20 dopamine potentiation; potentiation, % at 10 µM; actives 0.34% (n = 340,000); AID 485347;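 active = potentiation over 3 SD above the plate norm, cut at about 30% in these data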; note: 0% is about no effect
Target sequence (P14416 whole entry, looked up): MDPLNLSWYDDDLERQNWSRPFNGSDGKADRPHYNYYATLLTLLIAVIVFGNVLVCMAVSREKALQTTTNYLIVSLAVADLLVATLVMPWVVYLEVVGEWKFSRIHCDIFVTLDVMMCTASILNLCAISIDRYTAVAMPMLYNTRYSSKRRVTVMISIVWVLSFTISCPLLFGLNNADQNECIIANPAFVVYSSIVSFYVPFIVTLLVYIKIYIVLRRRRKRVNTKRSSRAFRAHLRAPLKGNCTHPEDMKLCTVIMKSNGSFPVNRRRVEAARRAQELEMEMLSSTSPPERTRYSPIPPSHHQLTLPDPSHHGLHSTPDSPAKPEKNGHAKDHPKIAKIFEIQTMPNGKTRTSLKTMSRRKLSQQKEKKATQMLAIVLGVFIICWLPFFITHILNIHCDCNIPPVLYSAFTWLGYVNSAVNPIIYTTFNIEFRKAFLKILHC
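Primary screen. Calcium kinetics in induced HEK293 T-REx D2 cells: compound pre-addition 180 s, EC20 dopamine, 180 s more.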
The depositor's hits bear a star; u = inconclusive; x = not tested or not shown; & = joins results of further samples. Unless noted, calls come from the whole dose curve; as a rule, active = well fitted curve in the direction sought with a large enough effect; inconclusive = small, poorly fitted or top-dose-only effect, or another doubt; inactive = no such curve, though single readings can be large; an effect the other way counts as inactive or inconclusive.

nr	Compound	Glioma ERSR ind	RXFP1 ag	D1 potentiator	LDHA block	D1 ag
1	O=C(CCCCCCN1C(=O)c2ccccc2C1=O)N1CCC(c2ccccc2)C1 (centres undefined)	-3%	1.5%	-11	-1	23
2	CCOC(=O)C(CC)n1cnc2sc3c(c2c1=O)CCC3 (centres undefined)	-2%	5.0%	-8	1	0
3	CC(=O)Nc1cccc(-c2cnc3ccccc3n2)c1	-7%	-0.3%	0	0	-2
4	O=C(c1ccc2c(c1)OCCCO2)c1cccs1	1%	-0.3%	0	-11	-1
5	CCc1cccc(NC(=O)C2CCCN(S(=O)(=O)c3c(C)[nH]c(=O)[nH]c3=O)C2)c1 (centres undefined)	-1%	0.8%	-6	-5	2
6	CC(C)(C)c1cnnn1-c1ccc([N+](=O)[O-])cc1	11%	0.5%	-5	-2	1
7	CC1(C)CC2CC(C)(CN2C(=O)COC(=O)Cn2[nH]c(=O)c3ccccc3c2=O)C1 (centres undefined)	-5%	4.5%	12	0	5
8	O=C1N(c2ccccc2)C(c2ccccc2)N2CCCN12 (centres undefined)	-2%	-1.1%	0	-1	2
9	Cc1ccc(S(=O)(=O)N(Cc2cccc(C(F)(F)F)c2)C(=O)N2CCN(C)CC2)cc1	-4%	-0.2%	-4	-3	2
10	Cc1cccc(N2C(=O)CCC2=O)c1	-2%	1.2%	-3	-5	0
11	CCOC(=O)C1CCCN(C(=O)CN2C(=O)C(CC)Oc3ccc(C)cc32)C1 (centres undefined)	-4%	-1.2%	1	3	1
12	O=C(c1ccc2c(c1)OCCO2)N(c1ccccn1)C1CCCCC1	-3%	1.7%	3	-3	-1
13	N/C(=N\OC(=O)N1c2ccccc2Sc2ccccc21)c1ccc(Br)cc1	-3%	-1.0%	-6	-4	0
14	OC(CCN1CCOCC1)c1ccccc1 (centres undefined)	-3%	1.3%	1	-8	4
15	COCCCn1c2nc3ccccc3nc2c2c(=O)n(Cc3ccc(Cl)cc3)c(C)nc21	x	2.8%	-3	x	1

nr	Vif-A3G inh	D1 antag	Vif-APOBEC3F blk	D2 PAM
1	4%	-44*	-2%	3
2	1%	5	5%	-5
3	-9%	6	-16%	x
4	-1%	2	-12%	-4
5	1%	2	0%	9
6	0%	-5	10%	2
7	-1%	-6	-3%	-8
8	1%	1	0%	2
9	-1%	-7	-12%	2
10	0%	9	-3%	-6
11	0%	9	-4%	x
12	-3%	-7	-1%	-7
13	-6%	1	2%	18
14	-6%	-17	-3%	-4
15	x	-8	x	1

Reprinted at random: two compounds from above, in no set order.
nr	Compound	Glioma ERSR ind	RXFP1 ag	D1 potentiator	LDHA block	D1 ag
12	O=C(c1ccc2c(c1)OCCO2)N(c1ccccn1)C1CCCCC1	-3%	1.7%	3	-3	-1
13	N/C(=N\OC(=O)N1c2ccccc2Sc2ccccc21)c1ccc(Br)cc1	-3%	-1.0%	-6	-4	0

nr	Vif-A3G inh	D1 antag	Vif-APOBEC3F blk	D2 PAM
12	-3%	-7	-1%	-7
13	-6%	1	2%	18

Complete entries, looked up by structure. Order of values: Glioma ERSR ind	RXFP1 ag	D1 potentiator	LDHA block	D1 ag	Vif-A3G inh	D1 antag	Vif-APOBEC3F blk	D2 PAM
O=C(c1ccc2c(c1)OCCO2)N(c1ccccn1)C1CCCCC1 as listed: -3%	1.7%	3	-3	-1	-3%	-7	-1%	-7
O=C(CCCCCCN1C(=O)c2ccccc2C1=O)N1CCC(c2ccccc2)C1 (centres undefined) as listed: -3%	1.5%	-11	-1	23	4%	-44*	-2%	3
CC(C)(C)c1cnnn1-c1ccc([N+](=O)[O-])cc1 as listed: 11%	0.5%	-5	-2	1	0%	-5	10%	2

The list goes on:
nr	Compound	Glioma ERSR ind	RXFP1 ag	D1 potentiator	LDHA block	D1 ag
16	CN(C(=O)c1cccc(NC(=O)Cc2cccc([N+](=O)[O-])c2)c1)C1CCCCC1	-5%	x	x	0	x
17	Oc1c(Br)cc(/C=N/Nc2nncc3ccccc23)cc1Br	4%	12%	-1	-4	1
18	CC(=O)Nc1cc(-c2nn(C)c(=O)c3ccccc23)ccc1N1CCCCC1	-5%	2.1%	6	0	0
19	S=c1[nH]nc(-c2cccnc2)n1Cc1ccccc1	-2%	-0.5%	3	-2	7
20	CC(=O)Nc1ccc2c(c1)Cc1c-2cc(Br)c(N)c1Br	1%	x	x	-9	x
21	Cc1onc(-c2ccccc2)c1C(=O)OCC(=O)c1ccc(F)cc1	5%	x	x	0	x
22	COC(=O)c1ccc(Cl)cc1N(Cc1c(F)cccc1Cl)S(C)(=O)=O	-3%	-0.1%	-4	2	0
23	CCCn1nc2ccccc2c1P(=N)(N1CCOCC1)N1CCOCC1	-7%	2.6%	2	2	3
24	Cc1ccc(-c2cnc(SCC(=O)N3CCCc4ccccc43)n2C)cc1	-1%	0.7%	-6	-4	3
25	O=C(COC(=O)CNC(=O)c1ccccc1F)Nc1nnc(-c2ccccc2)o1	-2%	1.6%	8	4	1
26	Cc1ccc(NS(=O)(=O)c2ccc3c(c2)oc(=O)n3C)c(C)c1	0%	1.8%	-2	1	14
27	Cc1ccc(NC(=O)C2CCCN2S(=O)(=O)c2cccc3cccnc23)c(C)c1 (centres undefined)	u	3.1%&-0.5%	17&-1	5&-7	3&0
28	CCCCNc1ccccc1C(=O)OCC(=O)Nc1ccc(S(N)(=O)=O)cc1	-3%	-1.8%	-4	-1	2
29	Cc1ccnc(SCC(=O)N2CCN(c3ccccc3)CC2)n1	-1%	1.8%	-4	-5	1
30	Nc1n[nH]c(-c2ccc(Br)cc2)c1Cl	0%	-0.7%	x	2	x

nr	Vif-A3G inh	D1 antag	Vif-APOBEC3F blk	D2 PAM
16	0%	x	5%	x
17	-16%	-11	-16%	24
18	-5%	x	-13%	x
19	0%	-1	-3%	2
20	3%	x	2%	x
21	-9%	x	-7%	x
22	1%	-10	-1%	-17
23	2%	-4	0%	-7
24	-1%	12	-8%	5
25	-1%	9	2%	1
26	-20%	-19	0%	9
27	1%&8%	4&0	10%&-5%	7&16
28	-5%	-4	13%	8
29	0%	-1	-5%	-12
30	-12%	x	-4%	x

(cont.)
nr	Compound	Glioma ERSR ind	RXFP1 ag	D1 potentiator	LDHA block	D1 ag
31	CCn1c(SCc2ccccc2)nnc1C1CCN(S(=O)(=O)c2ccc(OC)cc2)CC1	-4%	2.1%	0	-7	22
32	Cc1ccc(NS(=O)(=O)c2ccc(C(C)(C)C)cc2)cn1	-1%	2.5%	5	-1	-2
33	N#CCCSc1ncnc2c1oc1ccccc12	-3%	14µM*	-1	-4	0
34	c1ccc(CCC2CCCCN2Cc2cn[nH]c2-c2cc3ccccc3o2)nc1 (centres undefined)	-1%	-3.6%	0	-1	1
35	COc1ccc(CCNC(=O)C(C)n2nc(C)c3sc4ccccc4c3c2=O)c(OC)c1 (centres undefined)	x	4.1%	-4	0	3
36	Cc1cc(C)n2c(SCC(=O)Nc3cc(S(=O)(=O)N(C)C)ccc3C)nnc2n1	-2%	x	x	-7	x
37	CCCn1c(N)c(N(CCOC)C(=O)c2ccccc2F)c(=O)[nH]c1=O	-6%	-1.2%	7	0	2
38	CCN(CC)S(=O)(=O)c1ccc(NC(=O)c2cccnc2Cl)c(NC(=O)c2cccnc2Cl)c1	-6%	4.9%	9	-14	2
39	COc1ccc(N(CC(C)C)S(=O)(=O)c2nnc(NC(=O)CC(C)C)s2)cc1	-5%	1.6%	-2	-3	4
40	COc1ccc(C(=O)O)cc1S(=O)(=O)NC(C)C12CC3CC(CC(C3)C1)C2 (centres undefined)	-3%	1.0%	-4	-4	4
41	O=c1nc(/C=C/c2cc([N+](=O)[O-])ccc2Cl)cc(C(F)(F)F)[nH]1	-5%	-1.2%	11	-5	0
42	COc1ccc(CCC(=O)Nc2ccc(Cn3ccnc3)cc2)cc1	-5%	0.9%	0	-2	10
43	CCOc1ccc(-c2nnc(SCC(=O)N3CCNC3=O)o2)cc1	-10%	1.8%	0	-3	4
44	Cc1ccc(NC(=O)NCc2ccc3c(c2)OCO3)cc1C	4%	0.3%	-5	-5	2
45	Cc1cccc(NC(=O)c2ccc(F)c(S(=O)(=O)NCc3ccco3)c2)c1	-2%	1.4%	11	0	7
46	CCn1cc(/C=C(\NC(=O)c2ccccc2Cl)C(=O)NCCCn2ccnc2)c2ccccc21	-2%	-2.8%	-1	-6	1
47	CSCc1cc(N2CCOCC2)nc(SCc2ccc(Cl)cc2Cl)n1	0%	-6.8%	-2	-6	24
48	COc1ccc(OC)c2sc(N3CCN(C(=O)C4CC4)CC3)nc12	-1%	2.4%	2	3	-2

nr	Vif-A3G inh	D1 antag	Vif-APOBEC3F blk	D2 PAM
31	1%	-5	-6%	7
32	-2%	-7	4%	x
33	0%	-12	3%	5
34	-9%	-3	-13%	11
35	x	7	x	-10
36	0%	x	9%	x
37	7%	-8	u	-9
38	-20%	4	u	5
39	-1%	9	1%	11
40	-1%	-11	2%	-4
41	-2%	2	-3%	3
42	-8%	12	-7%	-1
43	2%	15	5%	10
44	-8%	1	1%	x
45	0%	4	3%	1
46	0%	4	9%	5
47	-7%	9	-16%	5
48	-1%	x	-4%	18

The list is partial; the hit share may differ from the screen's.
